Bioassay records as filed in PubChem.
hcDAF12 agonist – H. contortus DAF-12 nuclear receptor activators, primary screen, cell-based, luminescence, HEK293, lit1-tk-luc reporter; activation, % at 6.8 µM; 1.4% of 370,000 active; HEK293 hcDAF-12 lit1-tk-luc reporter; 0% DMSO, 100% Δ7-dafachronic acid;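 active = activation above the mean of all tested compounds plus 3 SD, cut at about 5.5% in these data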;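 also: 100% = response to 3 µM Δ7-dafachronic acid high control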
PG9 Ab binder – binders of HIV-1 gp120 antibody PG9, primary screen, biochemical, TR-FRET; HIV-1 gp120 / PG9 antibody interaction; TR-FRET gp120-PG9 antibody binding; AID 624416, 2012; 0.43% of 360,000 active; inhibition, % at 6.7 µM; in the data active = inhibition above about 8.5%
SMARCA2 act – SMARCA2 (BRM) function activators, primary screen, cell-based, luminescence, high throughput | MG213 cells, MMTV-luciferase reporter, dexamethasone, overnight | activation, % at 9.1 µM | 1% of 370,000 active | AID 652017, 2013; in the data active = activation above about 7.8%;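 also: 0% = vehicle wells and 100% = reference activator wells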
GC-A act – GC-A stimulated cGMP production enhancers – HEK293 GC-A cells, cGMP TR-FRET, EC30 ANP, primary screen. 0.14% of 370,000 active. AID 1671463, 2021. activation, % at 10 µM. 0% at EC30 ANP, 100% saturating ANP; in the data active = activation above about 40%
DAX1 inh-1 – DAX1 (NR0B1) inhibitors, primary screen, cell-based, HEK293, Gal4-DAX1, luciferase luminescence; Nuclear receptor subfamily 0 group B member 1 (Homo sapiens), P51843; HEK293 Gal4-DAX1 luciferase reporter; inhibition, % at 6.75 µM; 0.99% of 340,000 active; AID 504766, 2011;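 active = inhibition above the mean over all tested compounds plus 3 SD, cut at about 4.2% in these data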;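 also: 0% = DAX1-transfected cells with DMSO and 100% = empty-vector control cells with DMSO; inhibition shows as a rise in luminescence from relieved DAX1 repression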
Target sequence (P51843 207-470 limits assumed): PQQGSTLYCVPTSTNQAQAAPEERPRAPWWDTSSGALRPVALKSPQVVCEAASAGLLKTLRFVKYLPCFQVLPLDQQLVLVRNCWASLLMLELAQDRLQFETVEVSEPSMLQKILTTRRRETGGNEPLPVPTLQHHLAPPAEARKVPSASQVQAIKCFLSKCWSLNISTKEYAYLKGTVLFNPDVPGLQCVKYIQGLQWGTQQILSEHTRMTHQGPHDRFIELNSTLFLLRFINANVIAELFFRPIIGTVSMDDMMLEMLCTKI
GAA850 FXN act – FXN promoter activators, primary screen, cell-based, luciferase luminescence, HEK293 lucGAA850. HEK293 lucGAA850 FXN promoter luciferase reporter, 24 h; percent of 10 µM SAHA response. activation, % at 6 µM. 0.56% of 360,000 active. AID 540364, 2011;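 active = activation above the average of all compounds screened plus 3 SD, cutoff fixed separately per campaign, cut at about 7.5% in these data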;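 also: 0% = DMSO wells and 100% = 10 µM SAHA wells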
hgDAF12 agonist – H. glycines DAF-12 receptor agonists, primary screen, cell-based, luminescence, HEK293, GAL4 fusion, UAS-luciferase; Nuclear hormone receptor DAF-12 (Heterodera glycines), GAL4 fusion; HEK293 GAL4-hgDAF12 UAS-luciferase reporter, agonist luminescence; normalized to butyrate control; activation, % at 6.8 µM; 1.8% of 370,000 active;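 active = activation above a cutoff set at the mean of all screened compounds plus 3 SD, cut at about 10% in these data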;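 also: 0% = DMSO wells and 100% = sodium butyrate wells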
ADAM10 inh – human ADAM10 inhibitors, primary screen, biochemical, QFRET, HTS | Disintegrin and metalloproteinase domain-containing protein 10 (Homo sapiens), O14672 | recombinant ADAM10, EDANS/DABCYL FRET peptide cleavage, 3 h | inhibition, % at 7 µM | 0.62% of 370,000 active | AID 720582, 2013;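 active = inhibition above a per-campaign cutoff equal to the mean of compounds falling between control-based bounds plus 3 SD, cut at about 20% in these data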;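 also: 0% = DMSO wells while the 100% control is not disclosed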
ADAM17 inh – ADAM17 inhibitors, primary screen, biochemical, QFRET | 0.83% of 370,000 active | inhibition, % at 6.95 µM | Disintegrin and metalloproteinase domain-containing protein 17 (Homo sapiens), P78536 | recombinant ADAM17, EDANS/DABCYL FRET peptide cleavage;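 active = inhibition above the mean of compounds lying between control limits plus 3 SD, set per campaign, cut at about 8.5% in these data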;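 also: 0% = DMSO-only wells as the low control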
Target sequence (P78536 215-824 limits assumed): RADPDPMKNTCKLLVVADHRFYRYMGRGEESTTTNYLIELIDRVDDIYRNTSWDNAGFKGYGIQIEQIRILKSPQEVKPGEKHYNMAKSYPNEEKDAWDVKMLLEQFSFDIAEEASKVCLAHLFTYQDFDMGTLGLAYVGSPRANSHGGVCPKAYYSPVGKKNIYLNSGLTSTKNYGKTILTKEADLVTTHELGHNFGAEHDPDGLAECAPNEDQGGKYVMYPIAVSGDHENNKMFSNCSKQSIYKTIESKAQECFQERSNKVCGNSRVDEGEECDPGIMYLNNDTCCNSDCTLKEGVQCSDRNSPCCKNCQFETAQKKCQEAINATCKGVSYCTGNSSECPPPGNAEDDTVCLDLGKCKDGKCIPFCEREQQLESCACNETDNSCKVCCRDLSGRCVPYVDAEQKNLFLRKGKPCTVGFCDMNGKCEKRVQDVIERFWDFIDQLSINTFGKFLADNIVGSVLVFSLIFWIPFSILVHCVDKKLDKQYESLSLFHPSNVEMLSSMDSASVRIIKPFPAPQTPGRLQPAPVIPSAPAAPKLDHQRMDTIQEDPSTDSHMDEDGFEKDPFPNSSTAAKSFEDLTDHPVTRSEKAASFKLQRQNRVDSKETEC
DAX1 inh-2 – DAX1 (NR0B1) inhibitors on StAR promoter, primary screen, cell-based, luminescence, SF-1 (NR5A1), full-length DAX-1; 1.1% of 370,000 active; HEK293T StAR-luciferase reporter, SF-1/DAX-1 repression relief; inhibition, % at 6.8 µM; AID 652010, 2013;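 active = inhibition above the mean over all tested compounds plus 3 SD, cut at about 3.6% in these data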;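 also: 0% = DAX-1 cells with DMSO and 100% = cells lacking DAX-1 with DMSO; higher inhibition means more luminescence from relief of DAX-1 repression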
ssDAF12 agonist – S. stercoralis DAF-12 nuclear receptor activators, primary screen, cell-based, luminescence, HEK293, GRIP1 co-expression, lit1-tk-luc; 1% of 370,000 active; Nuclear hormone receptor DAF-12 (Strongyloides stercoralis); HEK293 ssDAF-12/GRIP1 lit1-tk-luc reporter; % of 3 µM dafachronic acid response; activation, % at 6.8 µM;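 active = activation above the mean over all tested compounds plus 3 SD, cut at about 0.9% in these data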;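 also: 0% = DMSO-only wells and 100% = 3 µM delta7-dafachronic acid wells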
* marks the source's active call; other numbers are inactive results; . = not tested or not shown.

The line under a structure holds: hgDAF12 agonist, DAX1 inh-1, PG9 Ab binder, ADAM10 inh, SMARCA2 act, GC-A act, GAA850 FXN act, DAX1 inh-2, ADAM17 inh, ssDAF12 agonist, hcDAF12 agonist
> CC1(C)Cc2c(c(N3CCOCC3)nc3sc4c(NN)ncnc4c23)CS1
    0.4, 0.5, -1.6, 2, 3, -26, 3.4, -0.7, 0, -1.7, -2.6
> COc1ccc(Cl)cc1-c1nc(N)nc(N(C)C)n1
    -1.8, -0.7, -0.4, -13, -1, -3, 1.3, -0.2, -6, -1.9, -0.6
> CCOc1ccc(Oc2c(Cl)c(Br)nn(Cc3cccc4ccccc34)c2=O)cc1
    0.1, ., ., -4, -2, 25, ., -0.2, -3, -0.8, -0.6
> COC(=O)c1ccc(CSc2nc3ccc(C)cc3[nH]2)o1
    -1.8, 0.2, 2.8, 3, 1, ., 2.3, -0.5, 0, -1.3, 1.4
> CC(NS(=O)(=O)c1cccc(C(=O)NCc2ccncc2)c1)c1ccccc1 (centres undefined)
    -2.0, -0.1, -3.4, 2, 1, 1, -0.1, -1.3, 1, -1.2, -1.4
> CN1CCN(c2ccc(Cl)cc2NS(=O)(=O)c2ccccc2Cl)CC1
    -0.7, 0.4, -0.7, -6, -2, -7, 0.6, 0.2, 0, -1.2, 0.0
> COc1ccc(C(=O)NNC(=O)c2ccc(S(=O)(=O)N3CCCCC3)cc2)cc1
    0.4, -0.4, -0.2, -4, -1, -4, 2.6, 0.1, -4, -1.9, -0.9
> C/C(CC(=O)Nc1ccc(Cl)c(Cl)c1)=N\NC(=O)Cc1ccccc1
    3.2, -0.1, -0.4, 8, 0, -9, 2.3, 0.1, 5, -2.2, 1.4
> Cc1ccnc(Nc2cccnc2)n1
    -0.3, ., -0.6, -7, 1, -1, ., 0.3, -5, -0.9, -0.4
> CN(C(=O)c1cccc(NC(=O)Cc2ccc(NC(=O)C3CCN(C(=O)C4CCCC4)CC3)cc2)c1)C1CCCCC1
    2.0, -0.2, -0.7, 0, -6, 1, -0.5, -0.2, -1, -1.4, -1.1

Compound profiles, as listed above.
Results for `C/C(CC(=O)Nc1ccc(Cl)c(Cl)c1)=N\NC(=O)Cc1ccccc1` = hgDAF12 agonist = 3.2; DAX1 inh-1 = -0.1; PG9 Ab binder = -0.4; ADAM10 inh = 8; SMARCA2 act = 0; GC-A act = -9; GAA850 FXN act = 2.3; DAX1 inh-2 = 0.1; ADAM17 inh = 5; ssDAF12 agonist = -2.2; hcDAF12 agonist = 1.4
Results for `CC(NS(=O)(=O)c1cccc(C(=O)NCc2ccncc2)c1)c1ccccc1` (centres undefined) = hgDAF12 agonist = -2.0; DAX1 inh-1 = -0.1; PG9 Ab binder = -3.4; ADAM10 inh = 2; SMARCA2 act = 1; GC-A act = 1; GAA850 FXN act = -0.1; DAX1 inh-2 = -1.3; ADAM17 inh = 1; ssDAF12 agonist = -1.2; hcDAF12 agonist = -1.4

(continued)
The line under a structure holds: hgDAF12 agonist, DAX1 inh-1, PG9 Ab binder, ADAM10 inh, SMARCA2 act, GC-A act, GAA850 FXN act, DAX1 inh-2, ADAM17 inh, ssDAF12 agonist, hcDAF12 agonist
> Cc1cc(NC(=O)CSc2ccc(-c3ccc4c(c3)OCO4)nn2)no1
    1.6, ., 1.4, 3, -3, 3, ., 0.0, 1, -1.4, 0.6
> Cn1c2ccccc2c2cnn(CC(=O)NCCCN3CCN(c4ccccc4F)CC3)c(=O)c21
    0.3, -0.1, -0.9, -35, 1, -2, 0.7, 0.0, -15, -1.7, -0.2
> COc1cc(C=Nn2c(-c3ccccc3F)n[nH]c2=S)ccc1OCc1ccccc1
    3.3, ., ., 4, -4, -1, ., -0.6, 4, -1.5, -3.1
> CC(=O)Nc1ccc(OC(=O)c2ccc(Cl)cc2)cc1
    3.0, 0.8, 0.1, 9, -4, 21, 0.1, 0.3, 5, -1.1, -0.4
> COCCOC(=O)c1c(C)n(C)c2ccc(OC(=O)c3cccs3)cc12
    1.4, -0.3, 0.3, -16, 4, 9, -0.7, -0.2, -5, -0.8, 1.2
> COC(=O)c1ccc(N2CCN(c3ccccc3)CC2)nc1
    3.5, -1.7, -1.7, 3, 2, 3, 5.8, 0.8, -4, -0.3, 0.8
> CC(C)(C)c1ccc(OC(=O)c2ccccc2)cc1
    -2.6, -0.3, -1.7, 9, 2, -4, 1.8, 0.2, -3, -0.8, -1.5
> CCNC(=O)CC1C(=O)N(c2ccccc2)C(=O)N1CCOC (centres undefined)
    -0.2, 0.5, -1.1, 12, -4, -5, 0.4, 0.1, -1, -0.9, -0.5
> COc1ccc(NC(=O)CSc2c(C)n[nH]c2C)cc1
    -1.0, -0.3, -0.5, 4, 2, 5, -0.7, 1.5, -3, -1.2, -1.9
> NNC(=O)C1C(O)CCC2CN3CCc4c([nH]c5ccccc45)C3CC21 (centres undefined)
    -0.2, -1.8, -1.2, -63, -3, 8, 2.0, -0.2, -9, -0.9, 1.1
> COc1ccc(S(=O)(=O)N(C)c2ccc(C(=O)N3CCC(C(N)=O)CC3)cc2)cc1
    -0.5, 1.6, -0.7, 4, -1, -2, -2.8, -0.6, 0, -1.6, -0.6
> O=C(CSc1nnc2c(n1)[nH]c1ccccc12)Nc1ccc2c(c1)OCO2
    -1.5, -0.2, 1.7, -6, -3, 8, -5.3, -0.9, -6, -1.9, -1.9
> c1ccc(Oc2ccc(-c3ccnc4nc(N5CCN(c6ccccc6)CC5)nn34)cc2)cc1
    0.8, -0.6, 2.1, -9, -2, -3, -0.5, 0.0, -5, -1.8, 1.4
> O=C(CNC(=O)c1ccc(Cl)cc1)OCC(=O)c1ccccc1
    1.4, -0.2, -0.9, -6, 0, 4, -1.6, 0.4, 0, -1.6, 1.0
> O=C(CNc1nnnn1-c1ccccc1)N1CCCC1
    -2.0, ., ., -5, -4, 1, ., 0.1, -2, -0.9, 2.6
> COc1cccc(CC(=O)OCC(=O)NC2(C#N)CCCC2)c1
    0.0, -0.8, -1.9, -5, 2, -1, 0.8, 0.2, 1, -0.8, -1.3
> CC1(C)OCC(COC(=O)Nc2cccnc2)([N+](=O)[O-])CO1
    0.2, 0.3, -1.1, 0, -4, 0, -0.3, 1.9, -6, -2.2, -0.4
> CC(C)C(=O)Nc1ccc(Oc2ccc3c(c2)C(=O)NC3=O)cc1
    1.1, -1.4, 1.5, 2, -4, 1, -0.5, -0.1, 1, -0.9, -3.0
> CCCc1cc(C(=O)N2CCN(C(c3ccccc3)c3ccccc3)CC2)no1
    0.6, -1.1, 1.0, 6, -2, -3, 3.8, -1.1, 6, -0.8, -3.1
> CC(CC(=O)N1CCN(S(=O)(=O)c2ccc(Cl)cc2)CC1)n1cncn1 (centres undefined)
    0.9, -1.4, -1.8, 9, -3, 2, 0.0, -0.1, 1, -0.6, 1.4
> CC(=O)c1ccc(NS(=O)(=O)c2cc(-c3cnc(C4CC4)o3)ccc2C)cc1
    -4.0, 0.5, -0.8, 1, -3, -1, 0.5, -0.1, -2, -1.0, -0.6
> Nc1ccc(Cl)c(-c2nc3ncccc3o2)c1
    3.3, 0.2, -0.1, -10, 2, 9, -0.3, -0.4, -6, -0.9, -1.7
> Cc1ccc(S(=O)(=O)n2cnc(C)c2)cc1
    -2.0, -0.6, 1.4, -3, 0, -3, 0.9, -0.3, -2, -0.6, -1.2
> N#CCCN(Cc1cccnc1)C(=O)c1ccc(S(=O)(=O)N2CCOCC2)cc1
    -2.2, 0.3, -1.2, 11, 1, -4, -0.3, 0.2, -4, -1.5, 0.2
> Cc1nn(-c2ccccc2)c(Cl)c1/C=N\NC(=O)c1cncc(Br)c1
    1.1, -0.8, -1.0, 2, -3, 3, 0.2, 0.3, -6, -1.0, 1.2
> O=C(CCN1C(=O)COc2ccccc21)NCCN1CCN(c2cccc(Cl)c2)CC1
    -2.7, 0.7, -0.5, 1, 0, 0, -3.4, -0.5, 3, -1.5, -2.6
> Nc1cc(N)cc(C(=O)Nc2ccc3c(c2)C(=O)NC3=O)c1
    0.0, -0.1, -9.3, 5, 1, -6, 0.0, 0.2, 1, -1.0, -2.2
> O=C(NCc1cccc(Cl)c1)c1ccc2ccccc2n1
    -1.3, -0.5, -0.9, 14, 5, -1, 1.6, -0.6, 0, -1.1, -1.6
> COc1cccc(C(=O)Nc2ccc3[nH]ncc3c2)c1OC
    3.5, -0.1, -1.6, 4, 0, -5, 1.4, 0.8, -1, 0.0, 0.7
> O=C(NCCc1ccc(Cl)cc1)c1ccc(OCC2CCCO2)cc1 (centres undefined)
    4.1, -0.7, 2.2, -6, 2, -3, 2.3, -0.2, -1, -0.7, 0.6
> O=c1c2cc(N3CCOCC3)ccc2[nH]c(=S)n1Cc1ccco1
    -0.9, 0.9, 1.0, -85, 0, 5, 5.8, -0.4, -27, -0.5, 0.2
> Cc1ccc(NC(=O)CSc2n[nH]c(-c3ccco3)n2)c(C)c1
    7.0, 0.1, -1.3, -3, -5, -1, -1.3, -1.9, -6, -1.5, -0.8
> Cc1ccccc1NC(=O)COC(=O)C1(C)CC1(Cl)Cl (centres undefined)
    2.9, -1.3, 1.4, -7, 1, -1, 2.5, -0.6, -6, -1.6, 1.0
> CCOc1ccc(NC(=O)Nc2ccc(NC(C)=O)cc2)cc1
    -0.2, -0.9, -0.4, -6, 1, 0, 1.1, -0.7, 0, -1.1, 0.9
